Screening data deposited in PubChem by several laboratories.
AddAB inh: less growth of phage-infected E. coli with AddAB; E. coli expressing H. pylori AddAB, absorbance growth; inhibition, % at 11.9 µM; actives 0.29% (n = 330,000); in the data active = inhibition above about 12%;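 also: 0% = vehicle wells of infected cells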
MITF TRPM1 HTS: increases MITF-driven TRPM1 promoter luciferase signal. SK-MEL-5 TRPM1-promoter luciferase, 24 h; % of positive control, neutral wells = 0. activation, % at 12.5 µM. actives 0.75% (n = 300,000). AID 588334;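 active = mean activation of at least 80% with every replicate also reaching 80%; inconclusive = mean reaches 80% but some replicate falls short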;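 also: 0% = neutral control wells and 100% = parthenolide positive control wells; values of inactives mirror those of a sister screen read the other way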
Ecoli viability: reduces bacterial viability in AddAB counter-screen. actives 0.27% (n = 330,000). E. coli V3065 growth, OD600 absorbance, 18 h. AID 449728. inhibition, % at 11.9 µM;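 active = inhibition above the campaign's mean inhibition across all tested compounds plus 3 SD, cut at about 9.9% in these data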;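 also: uninfected addAB+ strain grown without phage in ampicillin broth; 0% = DMSO wells and 100% = ciprofloxacin 0.95 µg/ml wells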
CAL PDZ FP-1: inhibitors of human CAL PDZ peptide binding; actives 0.92% (n = 300,000); Q9HD26; purified CAL PDZ, TMR-peptide fluorescence polarization, 1 h; inhibition, % at 24.9 µM; AID 602252;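 active = mean inhibition of at least 30% with at least half of replicates also reaching 30%; inconclusive = no clear call, values can overlap the other calls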;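 also: 0% = DMSO neutral control and 100% = excess unlabeled competitor peptide PRC23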
SR-BI DiI inh: mouse SR-BI HDL lipid transfer inhibition | inhibition, % at 12.5 µM | ldlA[mSR-BI] CHO cells, DiI-HDL uptake fluorescence, 3 h | actives 0.96% (n = 320,000) | Q61009;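 active = mean replicate inhibition of at least 70% and a set share of replicates each scoring 70 or more; inconclusive = meets just one of the two criteria; inactive = fails both criteria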;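 also: 0% = median of neutral control wells and 100% = median of positive control wells; values of inactives mirror those of a sister screen read the other way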
Target sequence (Q61009 whole entry, looked up): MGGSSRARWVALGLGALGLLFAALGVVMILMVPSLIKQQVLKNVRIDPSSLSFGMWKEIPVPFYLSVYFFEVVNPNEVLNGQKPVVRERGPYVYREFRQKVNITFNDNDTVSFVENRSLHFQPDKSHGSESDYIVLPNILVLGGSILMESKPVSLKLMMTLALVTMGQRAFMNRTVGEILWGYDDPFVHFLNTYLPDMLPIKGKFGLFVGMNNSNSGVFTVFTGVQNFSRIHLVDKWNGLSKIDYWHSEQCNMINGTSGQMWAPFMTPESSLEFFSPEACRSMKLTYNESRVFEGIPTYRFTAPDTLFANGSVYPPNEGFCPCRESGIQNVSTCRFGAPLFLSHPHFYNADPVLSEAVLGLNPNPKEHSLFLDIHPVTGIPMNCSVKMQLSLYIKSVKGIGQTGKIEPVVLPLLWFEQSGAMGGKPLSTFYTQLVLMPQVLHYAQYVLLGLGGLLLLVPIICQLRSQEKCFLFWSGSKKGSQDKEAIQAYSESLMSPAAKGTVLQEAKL
Tat export inh: inhibitors of E. coli Tat protein transport; E. coli MC4100 TorA-mCherry Tat export, fluorescence; inhibition, % at 10 µM; actives 0.036% (n = 340,000);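 active = mean replicate inhibition at least 50% and at least half of replicates individually reaching 50%; inconclusive = only one of the two criteria met; inactive = neither criterion met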;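 also: exported cargo escapes ClpAP degradation while cytoplasmic cargo is degraded and loses fluorescence; 0% = median of neutral control wells and 100% = median of NaSCN control wells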
SR-BI DiI-HDL act: activators of SR-BI mediated HDL lipid uptake | actives 0.096% (n = 320,000) | CHO ldlA[mSR-BI] cells, DiI-HDL uptake fluorescence, 3 h; 100 = double the neutral-control signal | AID 504775 | activation, % at 12.5 µM;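 active = mean replicate activation of at least 60% and every replicate at or above 60%; inconclusive = mean or all-replicate condition met, but not both; inactive = mean below 60% and not all replicates reaching 60%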;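 also: 0% = median plate neutral-control signal and 100% = twice that signal; values of inactives mirror those of a sister screen read the other way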
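System: LDL receptor-deficient CHO ldlA cells overexpressing murine SR-BI | Timing: 3 h uptake period with compound, 37 °C | Medium: HEPES-buffered (25 mM, pH 7.4) F12 plus 0.5% BSA | Dosing: Single-point compound dose | Signal: Bottom-read fluorescence, 550/595 nm | Read-out: Retained DiI signal reflecting DiI-HDL uptake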
Wnt bcat act: activators of Wnt/beta-catenin signaling | activation, % at 9.35 µM | Wnt/beta-catenin reporter cell assay, activator, plate reader | actives 1.2% (n = 300,000); in the data active = activation above about 30%, passing the limit was not always enough; inconclusive = no clear call, values can overlap the other calls;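 also: 0% = neutral control wells and 100% = positive control wells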
phage Ecoli inh: E. coli growth loss with phage present. growth absorbance. inhibition, % at 11.9 µM. actives 0.26% (n = 360,000); in the data active = inhibition above about 11%
CAL PDZ FP-2: inhibitors of human CAL PDZ peptide binding | Q9HD26 | purified CAL PDZ, TMR-peptide fluorescence polarization, 1 h | inhibition, % at 20 µM | actives 0.02% (n = 330,000) | AID 504414;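 active = highest replicate inhibition of at least 40%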;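 also: plate controls were DMSO neutral control wells for no effect and unlabeled competitor peptide control wells for full effect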
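Read-out basis: mP drop reported as inhibition | Assay system: Tagged CAL PDZ protein CerCALP, purified | Benchmarks: Unlabelled peptide for full inhibition, DMSO wells as neutral | Schedule: 1 h incubation at room temperature before polarization reading | Buffer or medium: Sodium phosphate/NaCl buffer pH 7.4 with TCEP, IgG, Thesit | Doses: Single point, 20 µM | Measured by: Fluorescence polarization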
An asterisk follows results filed as active; ? = inconclusive; nt = not tested or not shown.

SMILES	AddAB inh	Tat export inh	Ecoli viability	CAL PDZ FP-1	SR-BI DiI inh	phage Ecoli inh	SR-BI DiI-HDL act	CAL PDZ FP-2	Wnt bcat act	MITF TRPM1 HTS
COc1ccc(NC(=O)NC23CC4CC(CC(C4)C2)C3)cc1OC	2.1	1	1.9	-1	7	3.6	-7	-1.3	nt	14
CC1CN(C(=O)CCC(=O)NCc2ccc(F)cc2)c2ccccc2S1 (centres undefined)	-1.2	0	-0.9	nt	-3	5.0	3	-0.8	0	nt
CN1CCN(S(=O)(=O)c2ccc(N(C)Cc3ccc(OC(F)F)cc3)c([N+](=O)[O-])c2)CC1	-0.2	4	1.1	nt	-6	3.5	6	0.5	-5	-8
COc1ccc(N2CCN(CNC(=O)c3ccccc3)CC2)cc1	nt	-2	nt	0	-9	3.0	9	0.3	3	nt
CN(C(=O)c1ccc2c(c1)OCO2)C1(C(=O)NC2CCCCC2)CCCCC1	1.2	-8	-2.8	-2	-11	1.4	11	nt	-4	5
O=C(CSc1ccccc1)Nc1ccc(S(=O)(=O)Nc2ncccn2)cc1	-0.6	7	1.9	2	-22	-0.5	22	-1.4	-1	2
CC1(C)CCC[C@]2(C)[C@H]3CC(=O)O[C@]3(C)CC[C@@H]12	-0.2	5	0.1	-4	-38	0.2	38	-0.4	-2	1
COc1ccc(NC(=S)N(CCN2CCOCC2)C2CCN(C(C)=O)CC2)cc1Cl	0.0	-4	0.3	5	nt	0.1	nt	-3.3	0	21
Cc1nc(SCC(=O)Nc2cc(Cl)ccc2[N+](=O)[O-])nc(C)c1C	0.3	0	-1.3	-2	34	3.5	-34	-0.6	nt	-9
N=c1c2c(n(Cc3ccc([N+](=O)[O-])cc3)c3c1CCC3)CCCC2	-1.9	4	2.5	nt	-15	2.2	15	-0.3	0	-3

Some of these compounds in order of length of the SMILES, smallest number first.
SMILES	AddAB inh	Tat export inh	Ecoli viability	CAL PDZ FP-1	SR-BI DiI inh	phage Ecoli inh	SR-BI DiI-HDL act	CAL PDZ FP-2	Wnt bcat act	MITF TRPM1 HTS
COc1ccc(NC(=O)NC23CC4CC(CC(C4)C2)C3)cc1OC	2.1	1	1.9	-1	7	3.6	-7	-1.3	nt	14
Cc1nc(SCC(=O)Nc2cc(Cl)ccc2[N+](=O)[O-])nc(C)c1C	0.3	0	-1.3	-2	34	3.5	-34	-0.6	nt	-9
N=c1c2c(n(Cc3ccc([N+](=O)[O-])cc3)c3c1CCC3)CCCC2	-1.9	4	2.5	nt	-15	2.2	15	-0.3	0	-3
CN1CCN(S(=O)(=O)c2ccc(N(C)Cc3ccc(OC(F)F)cc3)c([N+](=O)[O-])c2)CC1	-0.2	4	1.1	nt	-6	3.5	6	0.5	-5	-8

Continued.
SMILES	AddAB inh	Tat export inh	Ecoli viability	CAL PDZ FP-1	SR-BI DiI inh	phage Ecoli inh	SR-BI DiI-HDL act	CAL PDZ FP-2	Wnt bcat act	MITF TRPM1 HTS
CSc1nc(-c2ccco2)nn1C(=O)c1ccc(C)cc1	6.8	-4	2.1	nt	6	1.4	-6	-0.5	2	nt
O=C(Nc1ccccc1)Nc1nc2ccccc2s1	7.0	2	1.2	4	8	2.7	-8	-3.3	-2	39
O=C(N/N=C/C=C/c1ccccc1)c1n[nH]c2c1CCC2	0.0	-5	3.6	3	-24	2.4	24	0.3	nt	-5
Cc1cc2ccccc2nc1SCC(=O)NC1CCCCC1	-0.4	-2	0.4	-1	-3	4.1	3	-0.2	-12	2
O=C(c1ccccc1Sc1ccc([N+](=O)[O-])cc1)N1CCCCC1	0.7	-3	-0.9	-9	-2	2.5	2	-1.7	nt	5
NC(=O)C1CN(C(=O)c2cccc(S(=O)(=O)N3CCc4ccccc43)c2)c2ccccc2O1 (centres undefined)	0.3	-1	-1.1	-2	0	-2.0	0	-1.0	-2	-15
CS(=O)(=O)N(CC(=O)NCc1ccco1)c1ccc(Cl)cc1Cl	1.4	-2	2.8	-7	-22	1.5	22	0.0	-1	-7
O=C(CC(=O)N/N=C/c1c(F)cccc1Cl)NCc1ccccc1	-3.5	nt	-1.0	nt	nt	2.4	nt	nt	-1	nt
CC1(C)NC(=O)N(CC(O)COc2cccc(F)c2)C1=O (centres undefined)	0.4	-4	2.1	nt	nt	3.5	nt	-0.7	-2	2
O=C(Cn1cnc2ccccc2c1=O)NNC(=O)c1ccccc1F	-1.2	3	-1.4	9	5	2.3	-5	-1.8	0	11
N#CCC(=O)Nc1ccc(C(=O)OCC(=O)Nc2ccccc2-c2ccccc2)cc1	2.4	8	-1.1	4	-14	5.4	14	-1.2	-1	10
Cc1ccc(NC(=O)CSCC(=O)N2CCN(c3cccc(C(F)(F)F)c3)CC2)cc1	0.7	19	0.3	0	-11	-0.7	11	-2.2	-1	4
O=C(COc1ccccc1)N(Cc1nnc(-c2ccccc2Cl)o1)C1CC1	3.0	4	0.9	-3	18	1.0	-18	-2.4	0	-1
COc1cc(CNC(=O)CCCC(=O)c2ccccc2)cc(OC)c1OC	-0.2	1	0.5	-2	-4	1.6	4	-0.9	-2	2
O=C(COC(=O)C1CCC1)Nc1ccc(Oc2ccccc2)cc1	2.8	0	0.1	nt	-15	6.5	15	-1.2	2	8
COc1cc(C(=O)NCCCc2nc3ccccc3n2Cc2cc(C)ccc2C)cc(OC)c1OC	-3.4	3	3.3	nt	29	0.8	-29	-0.4	-16	nt
Cc1[nH]n(-c2ccccc2)c(=O)c1C(=O)c1ccc(Cl)cc1	97*	-1	96*	-3	-2	-0.5	2	-2.6	-10	-9
Cn1c(CNC(=O)Nc2ccccc2Cl)nnc1SCc1ccccc1	-1.9	27	0.6	0	-5	4.0	5	-2.9	-8	nt
COc1ccc(CCn2c(C)cc(C(=O)COC(=O)c3cnc(C)cn3)c2C)cc1	2.5	6	2.5	nt	26	0.1	-26	-1.0	-2	8
Cc1ccc(-n2c(SCC(=O)Nc3ccc4c(c3)OCO4)nnc2-c2ccoc2C)cc1	3.1	7	0.9	-3	50	2.2	-50	-2.6	nt	-6
Cc1cccc(-c2ccc3ncnc(NCc4cccs4)c3c2)c1	4.2	1	1.8	0	41	0.9	-41	-1.4	-1	-43
N#Cc1c([N+](=O)[O-])cc([N+](=O)[O-])cc1S(=O)(=O)Cc1ccccc1	1.3	-13	3.1	-1	40	1.7	-40	-0.5	-24	-92
Cc1ccccc1NC(=O)N1C2CCCC1CC(NC(=O)C1CC1)C2 (centres undefined)	1.0	-3	-1.8	3	3	0.6	nt	-1.0	-2	-4
CCOC(=O)CC(=O)Nc1c(C)cc(C)cc1C	-0.6	-7	-0.2	-3	-10	nt	10	-1.6	-1	-5
CCC1CC(CSc2ncn[nH]2)OC1=O (centres undefined)	-1.1	-6	-1.3	-1	5	1.9	-5	-1.1	-4	nt
Cc1ccc(N/N=C/c2ccncc2)cc1	-0.1	-5	0.9	-2	-6	5.4	6	0.4	6	?
Cn1c(N2CCCC2)nc2c1c(=O)n(Cc1cccc(F)c1)c(=O)n2C	-1.2	10	-2.9	0	-9	3.6	9	-0.7	nt	-1
O=C(Nc1ccc(-c2cn3ccsc3n2)cc1)c1ccc(F)c(S(=O)(=O)N2CCOCC2)c1	1.1	6	-1.0	nt	54	1.2	-54	-2.8	11	-46
Nc1nc(N)c2ncc(C(=O)CCc3ccccc3)nc2n1	0.4	-1	-0.6	-1	-49	4.0	49	0.6	-4	-4
COc1ccc(S(=O)(=O)N2CCOCC2)cc1NC(=O)COc1ccc2ccc(=O)oc2c1	0.5	-5	0.4	5	5	-1.2	-5	-1.0	-4	-5
Clc1ccc(Cl)c(OCCCCN2CCCCC2)c1	2.7	1	0.3	-3	-5	1.8	5	0.2	-8	nt
CC12CCC(C(=O)NCc3ccc4c(c3)OCO4)(C(=O)C1=O)C2(C)C (centres undefined)	2.5	-8	-1.5	1	25	2.7	-25	-3.5	-2	-6
CSCCC(=O)NC1CC(C)(C)Cc2c1cnn2-c1ccccc1C (centres undefined)	1.2	4	-2.0	0	15	-0.2	-15	-0.3	9	nt
COC(=O)c1cc(N2CCN(C)CC2)nc2ccccc12	0.1	-10	-6.9	-3	-18	0.5	18	-0.5	0	3
Cc1nn(Cc2ccc(F)cc2)c(C)c1NC(=O)C1c2ccccc2Oc2ccccc21	0.7	-7	1.1	-8	12	4.3	-12	-0.2	nt	-6
COc1ccc(-n2c(=S)[nH]c3cc(C(=O)NCCCN4CCCC4=O)ccc3c2=O)cc1OC	5.3	-3	1.4	-2	-4	2.3	4	-2.4	nt	-5
Cc1ccccc1-n1c(SCc2csc(Nc3ccccc3)n2)nnc1-c1cccnc1	-0.8	11	-3.0	-1	21	3.0	-21	-1.7	-3	-13
c1ccc(CC2CCN(C3=Nc4cccc5cccc3c45)CC2)cc1	6.1	11	2.7	-3	3	nt	-3	-4.0	nt	20
Cc1nn2c(NCCCN(C)C)c3c(nc2c1-c1ccccc1)CCC3	-0.6	-8	-2.5	1	11	1.4	-11	nt	-14	4
Cc1cc(NS(=O)(=O)c2ccccc2)n(-c2ccccc2)n1	1.6	3	-1.3	-4	-20	3.5	20	-0.8	nt	-1

Random draw from the library; about 3.6% have a hit in one of these screens.
